CaV13 FRET inh: Primary screen for inhibitors of IQ motif and Ca2+-dependent inactivation inhibitor domain binding in CACNA1D, Förster resonance energy transfer in living cells, … | HEK cells, CFP/YFP FRET ICDI-IQ, plate reader, 10 min; percent FRET-ratio fall versus neutral wells | inhibition, % at 12.3 µM | 340,000 compounds, 0.098% hits;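 active = mean replicate inhibition of at least 30% and at least 1% of replicates passing that level; inconclusive = only one of the two criteria is met; inactive = neither criterion is met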;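 also: 0% = median of the neutral control wells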
Vif inh: blocks HIV Vif function; HEK293T cells, Vif self-association by quenched fluorescence, imaging, 24 h; inhibition, % at 7.49 µM; 340,000 compounds, 0.35% hits; in the data active = inhibition above about 50%, passing the limit was not always enough; inconclusive = no clear call, values can overlap the other calls; inactive = below about 31%; also: some results filed as inactive read as strong as hits
NR2E3 ag-1: agonists of human nuclear receptor NR2E3 | Q9Y5X4 | GST-NR2E3/biotin-RetCOR TR-FRET, 1536-well | inhibition of corepressor binding, % at 4.78 µM | 320,000 compounds, 0.12% hits | AID 2300;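 active = percent inhibition above the cutoff of mean plus 3 SD of all tested compounds, set per screening campaign, cut at about 20% in these data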;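 also: 0% = DMSO wells and 100% = biotin wells as full block of FRET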
Target sequence (Q9Y5X4 whole entry, looked up): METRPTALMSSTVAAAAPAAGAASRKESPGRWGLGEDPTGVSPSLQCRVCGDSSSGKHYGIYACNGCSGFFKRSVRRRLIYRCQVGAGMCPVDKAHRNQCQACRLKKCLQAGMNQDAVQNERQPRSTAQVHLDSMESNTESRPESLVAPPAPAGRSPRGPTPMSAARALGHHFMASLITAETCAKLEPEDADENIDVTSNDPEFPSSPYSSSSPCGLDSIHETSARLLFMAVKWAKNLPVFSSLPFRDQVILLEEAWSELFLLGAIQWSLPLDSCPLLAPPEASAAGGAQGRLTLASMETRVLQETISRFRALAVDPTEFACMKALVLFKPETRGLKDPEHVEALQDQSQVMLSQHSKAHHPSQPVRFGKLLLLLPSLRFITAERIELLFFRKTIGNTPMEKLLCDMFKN
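Material: NR2E3–RetCOR corepressor complex / Amount: 1.35 nM GST-NR2E3 / Medium: Tris pH 7.5 / Compound: single nominal compound dose of 4.8 µM / Incubation: 5 h at 4 °C / Technique: TR-FRET, Eu(K)-anti-GST donor, streptavidin-D2 acceptor, ex 340, em 617/671 nm / Read-out basis: percent loss of FRET ratio relative to control wells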
aDG glyco act: alpha-DG glycosylation activation; 360,000 compounds, 0.22% hits; activation, % at 10 µM; Pro5-aDG cells, alpha-DG glycosylation AlphaScreen (IIH6); 0% Pro5, 100% B10-LARGE cell signal;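 active = activation of at least 8% versus controls, or a plate z-score of at least 8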;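 also: Pro5 are CHO cells carrying HIG-tagged alpha-DG that lacks glycosylation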
iPSC survival up: enhancers of human iPSC single-cell survival; survival enhancement, % at 20 µM; AID 602274; hiPSC single-cell survival, ATPlite luminescence; 100% = ROCK inhibitor wells, 0% = DMSO; 360,000 compounds, 0.044% hits; in the data active = survival enhancement above about 18%;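 also: cells exposed to compounds for 16 hours before the ATP read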
Granule exo inh: lytic granule exocytosis inhibition; inhibition, % at 10 µM; TALL-104 LAMP-1 surface exposure, flow cytometry; cells stimulated with thapsigargin and PMA; 360,000 compounds, 0.66% hits;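 active = inhibition above about 55%, limit read from the data; inconclusive = no clear call, values can overlap the other calls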
NR2E3 ag-2: human photoreceptor-specific nuclear receptor agonism | Q9Y5X4 | CHO-S Gal4-NCOR/VP16-NR2E3 two-hybrid, luciferase | inhibition of corepressor binding, % at 3.98 µM | 360,000 compounds, 0.35% hits | AID 602229;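 active = inhibition above the mean of all tested compounds plus 3 SD, cut at about 70% in these data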;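 also: 0% = DMSO with NR2E3 transfected cells and 100% = cells lacking NR2E3 construct; higher means lower luciferase signal from less NR2E3 corepressor binding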
Peg3 promoter: reduces Peg3 promoter-driven luciferase expression in HeLa; HeLa PEG-Prom luciferase reporter, luminescence, overnight; inhibition, % at 20 µM; 360,000 compounds, 1.7% hits; AID 588405;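 active = inhibition of at least 50% at 20 µM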
MITF TRPM1 inh: MITF TRPM1 promoter inhibition in SK-MEL-5 cells | SK-MEL-5 TRPM1 promoter luciferase, 24 h | inhibition, % at 12.5 µM | 330,000 compounds, 0.83% hits;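 active = mean inhibition across replicates of 60% or more, whatever share of single replicates reaches that level; inconclusive = some that reach 60%, reason not given; inactive = mean inhibition across replicates below 60%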; also: values of inactives mirror those of a sister screen read the other way
HIF-2a inh: HIF-2a inhibition; 786-0 RCC cells HIF-2a reporter, luciferase luminescence, overnight; inhibition, % at 18.8 µM; 360,000 compounds, 0.72% hits;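 active = inhibition of the luminescence signal of 40% or more relative to plate controls, in a single-dose primary screen at 18.75 µM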
PDI inh: PDI (human) enzyme inhibition; P07237; PDI insulin aggregation turbidity, A650, 90 min; inhibition, % at 10 µM; 350,000 compounds, 0.052% hits; AID 588391;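 active = mean inhibition across replicates of 30% or more, whatever share of single replicates reach that level; inconclusive = mean inhibition below 30% while every single replicate reaches 30%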;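 also: absorbance from insulin aggregation driven by PDI reduction with DTT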
Target sequence (P07237 whole entry, looked up): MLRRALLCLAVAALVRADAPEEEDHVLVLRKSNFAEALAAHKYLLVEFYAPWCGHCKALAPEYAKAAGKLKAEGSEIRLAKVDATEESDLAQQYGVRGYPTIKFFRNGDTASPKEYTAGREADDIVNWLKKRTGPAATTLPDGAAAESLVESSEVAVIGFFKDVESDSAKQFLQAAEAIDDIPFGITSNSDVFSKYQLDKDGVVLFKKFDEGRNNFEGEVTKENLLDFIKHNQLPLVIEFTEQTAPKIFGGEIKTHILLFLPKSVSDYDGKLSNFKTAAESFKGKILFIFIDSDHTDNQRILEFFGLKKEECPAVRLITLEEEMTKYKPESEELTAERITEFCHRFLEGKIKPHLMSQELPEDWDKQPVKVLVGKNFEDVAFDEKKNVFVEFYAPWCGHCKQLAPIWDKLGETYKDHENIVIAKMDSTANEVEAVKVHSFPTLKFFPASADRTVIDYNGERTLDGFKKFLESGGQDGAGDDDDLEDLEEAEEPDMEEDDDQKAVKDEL
* marks the source's active call; other numbers are inactive results; ? = inconclusive; · = not tested or not shown.

smiles	Peg3 promoter	PDI inh	aDG glyco act	Granule exo inh	NR2E3 ag-1	CaV13 FRET inh	HIF-2a inh	iPSC survival up	Vif inh	MITF TRPM1 inh	NR2E3 ag-2
O=C(NCc1ccccn1)c1ccc(Cl)c(S(=O)(=O)N2CCOCC2)c1	0	-7	0.0	9	5	-5	19	0.2	0	-11	-7
COc1ccc2cc(C3=CC(=O)CC(C)(C)C3=O)ccc2c1	-411	-3	0.0	-1	·	-9	-225	-1.0	2	·	-91
Cc1nc2cc(NC(=O)Nc3ccccc3Cl)ccc2n1C	-25	0	0.0	-1	2	-34	-21	-0.6	-2	16	-167
CN(C)c1ccnc2sc(C(=O)c3ccc(Br)cc3)c(N)c12	-199	-12	0.3	-1	4	-20	-200	1.7	2	-63	18
CC(=O)c1cccc(NC(=O)CN2C(=O)c3cccnc3Oc3ccc(Cl)cc32)c1	14	5	0.1	1	1	-6	18	-0.6	-1	16	0
CC(C(=O)NC1CCCC1)N(C(=O)c1snc(C(N)=O)c1N)c1ccc2c(c1)OCCO2 (stereo not given)	-2	-7	-0.1	-5	3	-4	24	0.6	-8	19	5
N#C/C(=C\c1ccc(F)cc1)C(=O)NC1CCS(=O)(=O)C1 (stereo not given)	6	3	0.0	17	-1	-2	12	-0.3	18	4	-31
O=C(Cn1ccc(C(F)(F)F)n1)N/N=C/c1ccc(N2CCOCC2)cc1	3	-2	-0.2	2	0	-4	8	4.7	-10	0	4
Cc1ccc(OCC(=O)Nc2cnn(CCCC(=O)O)c2)c([N+](=O)[O-])c1	-8	1	0.2	-4	1	-7	8	0.1	-15	2	-14
O=C(COc1ccc(-c2nnco2)cc1)N1CCOCC1	16	11	-0.4	-7	·	-5	11	-1.7	14	3	-8
CCCOc1ccc(NC(=O)CC2C(=O)OCC3CCCCN32)cc1 (stereo not given)	-9	2	0.0	-3	3	-5	-5	-1.2	?	-8	0
Cn1ncc(C#N)c1NC(=O)C1CC(c2ccc(Cl)cc2)=NO1 (stereo not given)	11	-4	0.0	-3	0	·	17	-3.2	·	1	-35
Cn1cc(CN2CCCC(CNS(=O)(=O)c3cccc4cccnc34)C2)cn1 (stereo not given)	8	1	-0.1	19	-2	-6	1	-0.6	·	6	-35
Cc1ccc(S(=O)(=O)Nc2nc3ccc(S(=O)(=O)N4CCCC4)cc3s2)cc1	-2	-2	-0.3	-1	0	·	-18	-1.5	-2	-8	-17
CC(C)CN1CCC1(C)C(=O)Nc1cccc(C#N)c1 (stereo not given)	7	5	-0.2	2	·	-5	7	1.7	18	·	-24
COc1ccc(C(=O)NNC(=O)c2cc3ccccc3cc2O)cc1	-3	2	0.1	4	1	-4	-15	-0.5	-1	17	-30
O=C(CSc1nnnn1-c1ccccc1)NC(=O)Cc1ccccc1	-8	1	-0.3	-6	0	-2	4	-1.7	7	-1	-16
CCOC(=O)C(CC)Sc1nnc2c3cc(C)ccc3n(C)c2n1 (stereo not given)	-9	-1	0.7	25	-1	-3	-44	3.4	-11	-5	-20
CC1(CCC(=O)N2CCCC(N3CCN(c4cccc(C(F)(F)F)c4)CC3)C2)CC1 (stereo not given)	4	6	1.0	6	0	-2	5	0.7	-7	14	3
CCO[C@@H]1OC(C(=O)NC2CC2)=C[C@H](c2csc3ccccc23)[C@H]1CCCO	-7	-5	0.1	0	1	-10	-4	-1.0	-4	7	9

Retrieved one by one from the entries so far (2):
smiles	Peg3 promoter	PDI inh	aDG glyco act	Granule exo inh	NR2E3 ag-1	CaV13 FRET inh	HIF-2a inh	iPSC survival up	Vif inh	MITF TRPM1 inh	NR2E3 ag-2
O=C(CSc1nnnn1-c1ccccc1)NC(=O)Cc1ccccc1	-8	1	-0.3	-6	0	-2	4	-1.7	7	-1	-16
Cc1nc2cc(NC(=O)Nc3ccccc3Cl)ccc2n1C	-25	0	0.0	-1	2	-34	-21	-0.6	-2	16	-167

(cont.)
smiles	Peg3 promoter	PDI inh	aDG glyco act	Granule exo inh	NR2E3 ag-1	CaV13 FRET inh	HIF-2a inh	iPSC survival up	Vif inh	MITF TRPM1 inh	NR2E3 ag-2
COc1ccc(N2CN=C3SCC(=O)N3C2)cc1	-26	-8	-0.1	-1	0	-3	-54	-3.0	4	-6	-20
CC(=O)N(OCc1ccc(OC(C)C)c(Cl)c1)C(C)=O	-11	2	0.2	0	0	-11	35	0.0	4	-3	3
CC1(C)Cc2ccccc2-c2nnc(-c3ccco3)n21	7	4	0.2	2	1	-3	-4	-0.8	-2	1	28
CC1CCN(C(=O)CCCl)c2ccccc21 (stereo not given)	2	3	0.3	-3	·	-6	3	0.5	17	-14	-15
CCCCn1nnnc1C(c1cc2ccccc2o1)N(CCC#N)Cc1ccccc1 (stereo not given)	·	·	-0.2	-3	·	-9	-9	-0.6	·	·	-11
COc1ccc(C(O)(CCN2CCOCC2)c2ccccc2)cc1 (stereo not given)	-1	-3	0.0	-4	-6	-15	14	-0.8	1	-2	-11
CC1CCN(C(=O)CC#N)CC1	7	-2	-0.1	0	5	-4	18	-0.8	-10	1	-24
Cn1cccc1Cc1nnc(SCC(=O)Nc2ccc3c(c2)OCCO3)n1-c1ccc(F)cc1	4	·	-0.1	1	-4	-2	7	-1.7	22	-3	-19
Cc1cc(NC(=O)CCCSc2nc(-c3ccco3)cc(C(F)(F)F)n2)no1	24	3	0.1	-3	3	0	4	-2.4	3	-1	-8
O=C(CN1C(=O)CSc2ccccc21)N1CCc2ccccc21	8	-3	0.0	-1	0	-7	-5	-1.1	-18	17	-20
COc1ccc(NC(=O)c2cc(=O)[nH]c(=O)[nH]2)cc1S(=O)(=O)Nc1ccccc1Cl	2	5	-0.2	3	-2	-6	21	-0.5	-2	-7	-17
COc1cc(OC)cc(-c2c(-c3cccs3)c3cc(-c4ccc(OCc5ccccc5)cc4)ccc3n2C)c1	29	-15	-0.2	0	·	-5	-1	-0.6	-15	-7	3
OCCN(CCO)c1cc2c3ccccc3ccc2c2ccccc12	-12	2	0.3	5	·	-6	-72	-2.9	-1	14	23
CCOc1ccc(OCCC(=O)OCC(=O)NC(C)c2ccccc2)cc1 (stereo not given)	3	-10	0.2	-1	-5	-7	5	1.0	-10	-1	5
CN(CC(=O)NNC(=O)CNC(=O)c1ccccc1F)S(=O)(=O)c1ccc(Cl)cc1	11	10	-0.2	-1	2	-6	2	-0.5	-9	2	5
O=C(N/N=C/c1ccccc1[N+](=O)[O-])c1ccc2nc[nH]c2c1	-84	-1	0.1	-5	0	2	-137	-0.3	-2	-18	-37
CNS(=O)(=O)c1cccc(C(=O)OCC(=O)c2cc(C)n(CC3CCCO3)c2C)c1 (stereo not given)	-126	-5	-0.4	-9	-1	-7	-140	3.0	-20	-32	-27
CC(Oc1ccccc1)C(=O)N1CCN=C1SCc1cccc(F)c1 (stereo not given)	6	-2	0.1	4	0	-2	-14	0.4	-2	2	-6
COc1ccccc1C(=O)NNC(=O)c1cc2ccccc2cc1O	-58	3	0.8	-2	·	-4	-133	-0.7	-2	·	1
COc1ccc(CCN2CC(C(=O)N(C)Cc3ccccn3)CCC2=O)cc1 (stereo not given)	8	6	0.1	11	·	-5	2	1.0	1	·	-42
O=C(CCCOc1ccccc1)NCCc1nc2ccccc2[nH]1	-11	2	-0.2	-2	4	-4	-18	-0.3	5	14	-19
O=C(CN1C(=O)c2ccc(Br)cc2C1=O)NCC1CCCO1 (stereo not given)	7	-9	5.5*	-4	1	-7	8	-0.3	1	-2	-38
O=C(NCCS(=O)(=O)N1CCN(c2ccccc2F)CC1)c1ccc(Cl)cc1	-3	-3	-0.1	3	-2	-4	13	0.0	-3	6	13
O=c1c2c3c(sc2nc2n1CCCCC2)CCCCC3	-271	-4	-0.4	0	-1	·	-273	0.4	-2	-48	-128
CC(=O)Nc1cc(-c2cccc(C(=O)NCCN(C)C)c2)cn2c(-c3ccc(S(C)(=O)=O)cc3)cnc12	-17	2	-0.1	4	·	-10	9	-0.2	8	·	-26
CCCCc1nnc(NC(=O)CN2C(=O)NC3(CCCCC3)C2=O)s1	10	2	-0.2	-12	8	-2	13	-0.2	-4	18	8
CN(C)C(=O)N1CCC(C(=O)NCc2ccccc2Cl)CC1	14	3	0.0	2	1	·	-11	-0.6	2	-1	27
CC1CCCCN1S(=O)(=O)c1ccc(N(C(=O)c2cnccn2)C(C(=O)NC2CCCC2)c2cccs2)cc1 (stereo not given)	-1	2	-0.1	2	3	-6	4	-1.5	2	2	-1
CCn1c(SCC(=O)N/N=C/C=C\c2ccco2)nc2ccccc21	20	-2	0.0	-10	-2	-15	13	0.1	6	6	-17
O=C(COC(=O)C1CC(=O)N(Cc2ccccc2)C1)c1ccc(Br)cc1 (stereo not given)	11	-7	0.7	3	1	-2	11	0.0	-6	-4	-2
CCN1CCN(CC(=O)Nc2ccc(C(C)=O)cc2)CC1	1	-5	0.1	-3	0	-5	16	-0.8	-1	-3	3
CC1CC(C)CN(C(=O)CSCC(=O)Nc2nc(-c3cccs3)cs2)C1 (stereo not given)	-26	·	1.7	-1	1	-3	-71	-2.7	3	·	-38
CN(C)c1ccc(C(=O)C(=O)c2ccccc2)cc1	-127	-3	-0.1	13	1	-2	-165	0.0	-12	-9	-42

Source: PubChem BioAssay (several laboratories)

Rows were taken by chance. About 3.5% of those tested had a hit in this group.
